GlmU inhibition – inhibition of mycobacterial GlmU enzyme – biochemical, glucosamine-1-phosphate acetyltransferase (AID 1376); inhibition, %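 (tested at 30 µM in the primary screen)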, or IC50 in µM where a hit was titrated; actives 0.25% (n = 220,000); M. tuberculosis GlmU acetyltransferase enzyme assay; higher % means a stronger effect; in the data active = inhibition above about 13%; inconclusive = no clear call, values can overlap the other calls;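 note: 0% = complete reaction with vehicle and 100% = reaction without substrate; strong numbers were not always called active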
RmlCD inh 1536 – blocks M. tuberculosis RmlC and RmlD coupled enzymes; AID 1533; RmlC+RmlD coupled enzyme assay, percent inhibition; primary screen in compound mixtures; inhibition, % at 3.6 µM; actives 0.03% (n = 160,000); in the data active = inhibition mostly above about 34%, no sharp cut-off; inconclusive = no clear call, values can overlap the other calls; inactive = mostly below about 22%; note: some results filed as inactive read as strong as hits
Target sequence (P9WH09 whole entry, looked up): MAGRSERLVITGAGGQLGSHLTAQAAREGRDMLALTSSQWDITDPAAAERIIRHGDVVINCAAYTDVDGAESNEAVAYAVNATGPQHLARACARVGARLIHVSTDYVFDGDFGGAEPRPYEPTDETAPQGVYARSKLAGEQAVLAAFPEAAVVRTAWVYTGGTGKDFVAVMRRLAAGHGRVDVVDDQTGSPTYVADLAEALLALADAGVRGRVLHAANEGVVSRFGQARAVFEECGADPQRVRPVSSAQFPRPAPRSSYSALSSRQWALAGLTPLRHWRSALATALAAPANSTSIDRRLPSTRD
Target sequence (P9WH11 whole entry, looked up): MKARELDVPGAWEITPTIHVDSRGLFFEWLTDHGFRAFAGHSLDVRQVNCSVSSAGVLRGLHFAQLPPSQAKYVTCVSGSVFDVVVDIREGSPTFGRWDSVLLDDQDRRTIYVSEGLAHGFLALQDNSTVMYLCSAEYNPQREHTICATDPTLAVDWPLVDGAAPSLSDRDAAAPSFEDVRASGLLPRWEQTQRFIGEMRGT
Starred values were filed as active, the others as inactive. This is a subset; rates above refer to the full screens.

`CC(CCc1ccccc1)NC(=O)CSc1cccc[n+]1[O-]` (centres undefined) gave GlmU inhibition 0.7% and RmlCD inh 1536 7.
For CC(C)c1ccc(Nc2c([N+](=O)[O-])c(=O)n(C)c3ccccc23)cc1 the results were GlmU inhibition -2.5% and RmlCD inh 1536 -7.
Screening O=C(OCc1cn(-c2ccc(Cl)cc2)nn1)c1ccccc1 returned RmlCD inh 1536 -5.
Screening COC(=O)C1=C(c2cccc(OC)c2OC)C[C@@H]2CC[C@H]1N2C(=O)N1CCOCC1 returned GlmU inhibition -3.0%.
Screening Fc1ccccc1CSc1nnc(-c2cnccn2)n1Cc1ccco1 returned GlmU inhibition 2.7%.
Cc1nc(SC2C=CS(=O)(=O)C2)n[nH]1 (centres undefined) was read as GlmU inhibition 2.1%.
For CCNC(=S)N/N=C/c1ccc(OCc2ccc(C(=O)OC)cc2)cc1 the results were GlmU inhibition 3.4% and RmlCD inh 1536 12.
`CCOc1ccc2cc(C#N)c(SCC(=O)NC(C)CC)nc2c1` (centres undefined) gave GlmU inhibition -3.0% and RmlCD inh 1536 -1.
Screening COc1ccc(/C=C(\NC(=O)c2ccc(OC)c(OC)c2)C(=O)NCCc2c[nH]c3ccccc23)cc1 returned GlmU inhibition 2.7% and RmlCD inh 1536 5.
For O=S(=O)(c1cccs1)N1CCN(C/C=C/c2ccccc2)CC1 the results were GlmU inhibition -1.3% and RmlCD inh 1536 3.
For Clc1ccc(-c2cc(CSc3ccccc3)on2)cc1 the results were GlmU inhibition -3.7% and RmlCD inh 1536 11.
Screening NC(=O)C1CCN(c2ccc(S(=O)(=O)N3CCC(Cc4ccccc4)CC3)cn2)CC1 returned GlmU inhibition -7.5% and RmlCD inh 1536 -9.
Screening Cn1cc(CN2CCCCC2CO)c(-c2ccc(Oc3ccccc3)cc2)n1 (centres undefined) returned GlmU inhibition 1.1% and RmlCD inh 1536 1.
Screening CCOC(=O)c1cccc(NC(=O)Cn2c(CC(=O)NC)nc3ccccc32)c1 returned GlmU inhibition 7.9%.
Screening CCOC(=O)c1csc(NC(=O)CSc2nnc(C3CC3)n2C)n1 returned GlmU inhibition 2.6%.
For CC1Cc2ccccc2N1C(=O)CSc1nnc(CSc2ncccn2)n1C (centres undefined) the results were GlmU inhibition 3.0% and RmlCD inh 1536 11.
CCCCNC(=O)C1CCN(S(=O)(=O)c2cnc[nH]2)CC1 was read as GlmU inhibition 5.4% and RmlCD inh 1536 -1.
For COC(=O)CSc1nccc(C)n1 the results were GlmU inhibition 1.2%.
Screening CC(=O)c1cccc(NC(=O)c2ccc(-c3ccccc3[N+](=O)[O-])o2)c1 returned GlmU inhibition 2.8% and RmlCD inh 1536 -13.
Screening CCOC(=O)c1c(NC(=O)C2CC2)sc2c1CC(C)(C)OC2 returned GlmU inhibition 2.2%.
For C=CCNC(=O)/C(=C\C=C\c1ccccc1)NC(=O)c1ccccc1Cl the results were GlmU inhibition -4.1% and RmlCD inh 1536 8.
For CCN(CC)CC(=O)Nc1ccc2c(c1)Nc1ccccc1CC2 the results were GlmU inhibition -9.6% and RmlCD inh 1536 9.
For COc1cccc(OCCCCN2CC(C)OC(C)C2)c1 (centres undefined) the results were GlmU inhibition 0.8%.
Cc1[nH]nc2c1C(c1ccsc1C)C(C#N)=C(N)O2 (centres undefined) was read as GlmU inhibition 1.2% and RmlCD inh 1536 -4.
`Cc1nc2ccc(F)cc2cc1C(=O)Nc1cccc(Cl)c1C` gave GlmU inhibition -1.8%.
COc1ccc(CN2C(=O)c3ccccc3C2C(=O)NC2CCCC2)c(OC)c1 (centres undefined) was read as GlmU inhibition -0.3%.
O=C(O)c1ccccc1C(=O)OCCCCOC(=O)c1ccccc1C(=O)O was read as GlmU inhibition 6.3% and RmlCD inh 1536 -8.
For CS(=O)(=O)N(CCC#N)Cc1ccc(C=O)o1 the results were GlmU inhibition 3.8%.
`CCCn1ncc(CN2CCC(CO)(CC3CCCCO3)CC2)c1C` (centres undefined) gave GlmU inhibition -0.5%.
c1ccc(SCCOCCN2CCc3ccccc3C2)cc1 was read as GlmU inhibition -4.5% and RmlCD inh 1536 -2.
`c1ccc(CCn2nnnc2C(c2cccnc2)N2CCN(c3ccccc3)CC2)cc1` (centres undefined) gave GlmU inhibition -4.0% and RmlCD inh 1536 0.
`CCN(C(=O)COC(=O)c1cc(-c2ccc3cc(OC)ccc3c2)nc2ccccc12)C1CCS(=O)(=O)C1` (centres undefined) gave GlmU inhibition 1.9% and RmlCD inh 1536 5.
O=c1cc(C(F)(F)F)[nH]c(=O)n1C1CCCCC1 was read as GlmU inhibition -0.3% and RmlCD inh 1536 3.
O=C(CCS(=O)(=O)c1ccccc1)Nc1nc(-c2cccs2)cs1 was read as GlmU inhibition 5.3%.
Cn1c(=O)c2c(ncn2CC(=O)Nc2ccc(N3CCOCC3)cc2)n(C)c1=O was read as GlmU inhibition -4.0% and RmlCD inh 1536 2.
Screening CN1C[C@@H]2C(c3ccccc3)C3(c4ccccc4)CC2(C3)[C@H]1c1ccccc1 (some centres undefined) returned GlmU inhibition 2.2%.
Screening COc1ccc(C(=O)Nc2ccccc2C(=O)N/N=C/c2ccccc2OC)cc1 returned GlmU inhibition -3.2%.
Screening CC(=O)N(/N=C1\Sc2ccccc2C1=O)c1ccc(C)cc1C returned GlmU inhibition 4.3% and RmlCD inh 1536 inconclusive.
Screening CCc1ccc(OCc2nc(-c3ccccn3)no2)c(Br)c1 returned GlmU inhibition 2.3% and RmlCD inh 1536 16.
CC1=CC(C)(C)N(C(=O)c2ccccc2)c2ccccc21 was read as GlmU inhibition 7.8% and RmlCD inh 1536 1.
`CN(C)Cc1nc2ccccc2c(=O)n1Cc1nc(-c2cc3ccccc3o2)cs1` gave GlmU inhibition -3.1%.
For COc1ccc(N2CCN(C(CNC(=O)C(=O)NCCCn3ccnc3)c3cccnc3)CC2)cc1 (centres undefined) the results were GlmU inhibition 5.0% and RmlCD inh 1536 4.
COc1ccc(NC(=O)CCN2CCN(S(=O)(=O)c3cc(Cl)ccc3Cl)CC2)cc1 was read as GlmU inhibition 2.2% and RmlCD inh 1536 0.
Screening COCCn1c(=NC(=O)/C=C/c2cccs2)sc2cc(NC(C)=O)ccc21 returned GlmU inhibition -7.4% and RmlCD inh 1536 -1.
For COc1ccc(C2CC(c3ccccc3)=NN2C(=O)COC(=O)c2cc(S(=O)(=O)N3CCOCC3)ccc2Cl)cc1 (centres undefined) the results were GlmU inhibition 3.7% and RmlCD inh 1536 -11.
`CCCCc1c(C)nc2ccccc2c1SCCC(=O)O` gave GlmU inhibition 1.0% and RmlCD inh 1536 -5.
CCCCC1S/C(=N/N=C/c2ccc(OC)cc2)N(Cc2ccc(OC)cc2)C1=O (centres undefined) was read as GlmU inhibition 1.1%.
Screening Cn1ncc(Cl)c1C(=O)Nc1ccncc1 returned GlmU inhibition -2.5%.
For C=CCn1c(SCn2nnc3ccccc3c2=O)nc2scc(-c3cccs3)c2c1=O the results were GlmU inhibition 7.5%.
For CC(Oc1ccc(-c2ccccc2)c(F)c1)c1ccn(S(=O)(=O)c2ccc(Br)cc2)n1 (centres undefined) the results were GlmU inhibition -3.2%.
`O=c1c2ccccc2cnn1-c1nc2ccccc2s1` gave GlmU inhibition -2.2%.
Screening C=CCn1c(=O)c2c3c(sc2n2c(Nc4ccccc4)nnc12)CCCC3 returned GlmU inhibition 0.5%.
For S=C1N(c2ccccc2)C(c2ccc(Br)cc2)N2CCCN12 (centres undefined) the results were GlmU inhibition -2.0% and RmlCD inh 1536 16.
Cc1cccc(C)c1OCC(=O)OC/C(O)=C(\C#N)c1nc2ccccc2[nH]1 was read as GlmU inhibition 0.7% and RmlCD inh 1536 6.
CCOc1ccc(/C=N/NC(=O)CSc2n[nH]c(=O)[nH]c2=O)cc1OC was read as GlmU inhibition -5.0% and RmlCD inh 1536 2.
For CCS(=O)(=O)N1CCC(C(=O)NCCCN2CCCC2)CC1 the results were GlmU inhibition 4.1% and RmlCD inh 1536 -10.
Screening CC(CCOC1=NS(=O)(=O)c2ccccc21)NC(=O)C(=O)Nc1ccccc1 (centres undefined) returned GlmU inhibition 1.8% and RmlCD inh 1536 11.
For C/C(N)=C(/C#N)C(=O)COC(=O)c1cc(C)n(-c2ccc(F)cc2)c1C the results were GlmU inhibition 1.1% and RmlCD inh 1536 -4.
`COc1cccc(NC(=O)c2sc(NC(=O)c3ccncc3)nc2C)c1` gave GlmU inhibition 1.4% and RmlCD inh 1536 8.
`Cc1ccc(NC(=O)CSCC#N)cc1Cl` gave GlmU inhibition -5.2% and RmlCD inh 1536 -7.

Some of these compounds in order of formula weight, high to low.
For CC(Oc1ccc(-c2ccccc2)c(F)c1)c1ccn(S(=O)(=O)c2ccc(Br)cc2)n1 (centres undefined) the results were GlmU inhibition -3.2%.
For C/C(N)=C(/C#N)C(=O)COC(=O)c1cc(C)n(-c2ccc(F)cc2)c1C the results were GlmU inhibition 1.1% and RmlCD inh 1536 -4.
`O=c1c2ccccc2cnn1-c1nc2ccccc2s1` gave GlmU inhibition -2.2%.

Remaining list, next part:
`Clc1nc2ccccc2cc1/C=N/Nc1nc2ccccc2[nH]1` gave GlmU inhibition -4.6%.
CS(=O)(=O)N1CCC(NC(=O)Cc2ccccc2)CC1 was read as GlmU inhibition 1.8%.
Cc1ccc(-c2nc3ccccc3[nH]2)cc1NC(=O)c1sc2ccccc2c1Cl was read as GlmU inhibition -0.4% and RmlCD inh 1536 5.
CCCn1c(NC(=O)c2ccccc2Br)nc2ccccc21 was read as GlmU inhibition -1.5%.
For C=CCOn1c(=O)c(C)[n+]([O-])c2ccccc21 the results were GlmU inhibition -2.9% and RmlCD inh 1536 8.
`CC(=O)/C(C=Nc1noc(C)c1Br)=C(\C)O` gave GlmU inhibition -1.5% and RmlCD inh 1536 -10.
Screening Cn1c(=O)c2c(ncn2CC(=O)N(Cc2ccccc2)c2ccccn2)n(C)c1=O returned GlmU inhibition 3.5%.
CCC(=O)NC(=S)Nc1ccc(NC(=O)COc2ccccc2)cc1 was read as GlmU inhibition -2.6% and RmlCD inh 1536 29.
`CC(C)(C)OC(=O)N1CCC[C@H]1c1nnc(SCc2ccc(Cl)cc2Cl)o1` gave GlmU inhibition -1.5% and RmlCD inh 1536 3.
Screening COc1ccccc1CN1C(=O)[C@@H]2C(CC(N)=O)NC3(C(=O)Nc4c3ccc(Cl)c4C)[C@@H]2C1=O (some centres undefined) returned GlmU inhibition 0.4%.
Screening COc1cccc(C(=O)O/N=C(\N)c2ccc([N+](=O)[O-])cc2)c1OC returned GlmU inhibition 0.1% and RmlCD inh 1536 2.
Cn1cccc1/C=N/NC(=O)CSc1nc2ccccc2[nH]1 was read as GlmU inhibition 2.6% and RmlCD inh 1536 2.
Screening CCOc1ccc(N(CC(=O)Nc2ccccc2C(=O)N2CCOCC2)S(=O)(=O)c2ccc(F)cc2)cc1 returned GlmU inhibition 7.1% and RmlCD inh 1536 -6.
For Cc1cc(N2CCOCC2)nc2ccc(NC(=S)N3CCCCC3C)cc12 (centres undefined) the results were GlmU inhibition -4.7% and RmlCD inh 1536 3.
CCOC(=O)c1ccc(NC(=S)N(CCCN2CCN(C)CC2)Cc2cccs2)cc1 was read as GlmU inhibition -2.7% and RmlCD inh 1536 -6.

By substructure, the entries above with a nitro group on carbon
For CC(C)c1ccc(Nc2c([N+](=O)[O-])c(=O)n(C)c3ccccc23)cc1 the results were GlmU inhibition -2.5% and RmlCD inh 1536 -7.
Screening CC(=O)c1cccc(NC(=O)c2ccc(-c3ccccc3[N+](=O)[O-])o2)c1 returned GlmU inhibition 2.8% and RmlCD inh 1536 -13.
Screening COc1cccc(C(=O)O/N=C(\N)c2ccc([N+](=O)[O-])cc2)c1OC returned GlmU inhibition 0.1% and RmlCD inh 1536 2.

Further compounds follow:
`Cc1ccc(SCCC(=O)Nc2ccccc2C(=O)NC2CCCCC2)cc1` gave GlmU inhibition -2.7%.
`Cc1cccc(C(=O)O/N=C(\c2ccccc2)c2cccnc2)c1` gave GlmU inhibition 10% and RmlCD inh 1536 -11.
Screening c1ccc(CCc2nc3ccccc3[nH]2)cc1 returned GlmU inhibition -2.0% and RmlCD inh 1536 7.
N/C(=N\OC(=O)Cc1ccc(-c2ccccc2)cc1)c1cccnc1 was read as GlmU inhibition 2.0% and RmlCD inh 1536 -2.
Cc1noc(C)c1COc1ccc(C(=O)OCC(=O)NC(=O)C2COc3ccccc3O2)cc1 (centres undefined) was read as GlmU inhibition 3.0% and RmlCD inh 1536 5.
`CCCCn1nc(C(=O)N[C@@H](CCSC)c2nc3ccccc3[nH]2)c2ccccc2c1=O` gave GlmU inhibition -1.9% and RmlCD inh 1536 10.

Already shown: six of the compounds above.
Screening CCOc1ccc(N(CC(=O)Nc2ccccc2C(=O)N2CCOCC2)S(=O)(=O)c2ccc(F)cc2)cc1 returned GlmU inhibition 7.1% and RmlCD inh 1536 -6.
For Cc1cc(N2CCOCC2)nc2ccc(NC(=S)N3CCCCC3C)cc12 (centres undefined) the results were GlmU inhibition -4.7% and RmlCD inh 1536 3.
CCOC(=O)c1ccc(NC(=S)N(CCCN2CCN(C)CC2)Cc2cccs2)cc1 was read as GlmU inhibition -2.7% and RmlCD inh 1536 -6.
`Cc1ccc(SCCC(=O)Nc2ccccc2C(=O)NC2CCCCC2)cc1` gave GlmU inhibition -2.7%.
`Cc1cccc(C(=O)O/N=C(\c2ccccc2)c2cccnc2)c1` gave GlmU inhibition 10% and RmlCD inh 1536 -11.
Screening c1ccc(CCc2nc3ccccc3[nH]2)cc1 returned GlmU inhibition -2.0% and RmlCD inh 1536 7.
